Source: PubChem BioAssay
Epigenetic derep: regulators of epigenetic silencing causing reporter derepression in mouse cells | 0.2% of 280,000 active | Potency, µM (doses to about 53.9 µM), for inactives: top-dose GFP activation, actives largely listed as activators | murine LDR cells, GFP reporter derepression, 30 h | AID 1865; note: potency is the fitted concentration of half-maximal effect; % of control where 0% means no effect; nearly all actives have a fitted effect of over 60% in size
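Derepression of a silenced CMV-GFP reporter in murine LDR cells is scored by enumerating GFP-positive cells with a laser-scanning microplate cytometer after 30 hours of treatment at 37 C.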
Luc counter: blocks Kinase-Glo luciferase, a counter-screen artifact; Kinase-Glo luciferase, ATP luminescence, 8 min; AID 1379; Q27757; 0.28% of 200,000 active; Potency, µM (titrated, usually from 38.3 µM), for inactives: at the highest dose activity change, negative = inhibition, hits mostly inhibitors; note: potency is the fitted concentration of half-maximal effect; % is set by controls: 0 for no effect and ±100 for the full control effect; nearly all actives have a fitted effect of over 60% in size
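Kinase-Glo luciferase light output from ATP and luciferin was measured with 10 uM ATP, within the enzyme's linear range. Buffer: 50 mM imidazole pH 7.2, 50 mM KCl, 7 mM MgCl2, 0.01% Tween 20, 0.05% BSA; luminescence read after 8 min at ambient temperature.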
CBFb RUNX1 block: CBF-beta/RUNX1 interaction disruption | Q01196+Q13951 | AlphaScreen CBFb-His/RUNX1-biotin binding, biochemical | Potency, µM (doses to about 59.8 µM), without a hit: top-dose activity, negative = inhibition, most hits filed as inhibitors | 230,000 tested, under 10 active | AID 1477; note: % of control where 0% means no effect
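Inhibition was taken as any reduction in AlphaScreen signal from the CBF-beta–RUNX1 pair (His and biotin tags, 30 nM each), measured after compound (15 min) and bead (90 min) incubations at room temperature.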
IMPase Li inh: IMPase inhibition in cells with lithium potentiation; CHO-M1 cells, IP1 TR-FRET (IP-One), carbachol + lithium; Potency, µM (top dose mostly 59.4 µM), without a hit: at the top dose activity, negative = IMPase inhibition, usual class: inhibitors; 0.35% of 210,000 active; AID 1457;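 note: IP1 builds up when IMPase is blocked and the TR-FRET signal falls; potency is the fitted concentration of half-maximal effect; plate controls were basal vehicle for no effect and high inhibitor control for full effect; nearly all actives have a fitted effect of over 50% in size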
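CHO cells stably expressing M1 receptor (2000/well, cultured 16–30 h) treated 30 min at 37C with compound plus low lithium. Cytosolic IP1 by TR-FRET (665/620 ratio and 620 channel) after 10 min lysis; AC50 by Hill fit.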
L3MBTL1 inh: blocks human L3MBTL1; AlphaScreen L3MBTL1–H3K9me1 peptide binding; Potency, µM (highest dose often 57.1 µM), for the others: at the highest dose activity, negative = inhibition, usual class: inhibitors; 0.66% of 230,000 active; AID 485360; note: potency is the fitted concentration of half-maximal effect; % is set by controls: 0 for no effect and ±100 for the full control effect; nearly all actives have a fitted effect of over 60% in size
Target sequence (Q9Y468 whole entry, looked up): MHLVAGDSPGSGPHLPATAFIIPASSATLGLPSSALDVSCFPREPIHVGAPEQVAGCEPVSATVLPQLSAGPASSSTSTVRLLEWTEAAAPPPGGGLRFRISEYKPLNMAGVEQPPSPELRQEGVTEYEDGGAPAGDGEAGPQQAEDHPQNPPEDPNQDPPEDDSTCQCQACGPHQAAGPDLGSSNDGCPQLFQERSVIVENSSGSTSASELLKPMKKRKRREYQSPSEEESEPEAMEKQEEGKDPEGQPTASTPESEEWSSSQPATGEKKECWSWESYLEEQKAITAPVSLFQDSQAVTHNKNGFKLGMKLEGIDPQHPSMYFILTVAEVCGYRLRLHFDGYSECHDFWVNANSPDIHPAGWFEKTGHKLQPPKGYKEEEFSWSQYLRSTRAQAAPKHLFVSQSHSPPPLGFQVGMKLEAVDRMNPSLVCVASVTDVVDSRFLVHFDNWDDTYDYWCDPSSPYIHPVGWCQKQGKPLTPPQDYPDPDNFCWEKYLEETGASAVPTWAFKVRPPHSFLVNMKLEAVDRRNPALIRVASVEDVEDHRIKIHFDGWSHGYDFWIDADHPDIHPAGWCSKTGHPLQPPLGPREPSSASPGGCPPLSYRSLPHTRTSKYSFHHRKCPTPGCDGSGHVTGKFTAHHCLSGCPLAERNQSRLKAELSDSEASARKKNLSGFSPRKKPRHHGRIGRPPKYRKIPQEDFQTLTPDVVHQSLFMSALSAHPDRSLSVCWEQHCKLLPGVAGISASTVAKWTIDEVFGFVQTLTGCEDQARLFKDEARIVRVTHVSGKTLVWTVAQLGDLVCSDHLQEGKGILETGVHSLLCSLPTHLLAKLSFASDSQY
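AlphaScreen proximity signal between nickel-chelate acceptor and streptavidin donor beads (final 10 ug/mL) reports binding of 50 nM L3MBTL1 to 75 nM biotin-H3 K9me1 peptide; complex incubated with compounds 30 min at room temperature; cefsulodin titration as control.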
NPSR antagonist: antagonists of human neuropeptide S receptor cAMP signaling; Q6W5P4; CHO-NPSR cells, cAMP TR-FRET, antagonist mode; Potency, µM (series often up to 38.3 µM), inactives show top-dose activity change, negative = inhibition, usual class: inhibitors; 1% of 220,000 active; note: potency is the fitted concentration of half-maximal effect; % is set by controls: 0 for no effect and ±100 for the full control effect; nearly all actives have a fitted effect of over 50% in size; many of its hits are not listed in these tables
HttQ103 aggreg: reduces HttQ103-GFP aggregates in PC12 cells | PC12 HttQ103-GFP aggregates, Acumen cytometry, 40 h | Potency, µM (series often up to 46.1 µM), without a hit: top-dose activity change, negative = inhibition, hits mostly inhibitors | 1.1% of 220,000 active | AID 1688; note: potency is the fitted concentration of half-maximal effect; % is set by controls: 0 for no effect and ±100 for the full control effect; nearly all actives have a fitted effect of over 60% in size
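Steps: seed 1500 PC12 HTTQ103-GFP cells/well; add tebufenozide, 100 nM final; add compound titration; add ATPLite reagent; quantify GFP aggregates by laser scanning cytometry.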
Numbers without * were called inactive; ? = inconclusive; · = not tested or not shown; [ ] = dose if it differs, or a comment. Calls come from the whole dose curve; as a rule, active = well fitted curve in the direction sought with a large enough effect; inconclusive = small, poorly fitted or top-dose-only effect, or another doubt; inactive = no such curve, though single readings can be large; an effect the other way counts as inactive or inconclusive. Only part of the results is shown (hit frequency here may not be typical).

Values run as follows: Epigenetic derep	Luc counter	CBFb RUNX1 block	IMPase Li inh	L3MBTL1 inh	NPSR antagonist	HttQ103 aggreg
1) CN(C)S(=O)(=O)N(CC(=O)Nc1ccccc1)c1ccccc1
 : 1.4%	-1%	14%	10%	-3%	1%[46.1 µM]	3%
2) Cc1onc(-c2ccccc2)c1-c1n[nH]c(=S)n1-c1ccccc1Cl
 : -0.2%	-3%	6%	-3%[38.3 µM]	-2%	-10%[46.1 µM]	-1%
3) NC(=O)/C(=C\c1cccnc1)NC(=O)c1ccccc1
 : 0.6%	3%	-5%	0%	2%	12%	-1%
4) CCOC(=O)C1CCCN(S(=O)(=O)c2ccccc2)C1 (stereo unspecified)
 : -1.0%	0%	2%	18%[38.3 µM]	1%	2%[46.1 µM]	4%
5) O=C(NCC1CCCO1)/C(=C\c1ccccc1)NC(=O)c1ccccc1 (stereo unspecified)
 : -4.3%	1%	4%	2%	5%	-7%	17%[9.22 µM]
6) CCCN(C/C=C\I)[C@@H]1CCc2cccc(O)c2C1
 : -1.9%	-1%	6%[21.7 µM]	16%	·	·	·
7) CCCn1cnc2sc(CC)cc2c1=O
 : -3.2%	0%	0%	-5%	-4%	19%	-4%
8) N#Cc1c(NCCCO)nc(-c2ccccc2)c2c1CCCC2
 : -0.1%	·	27%	·	13%	-4%[46.1 µM]	6%
9) CN(CC(=O)NCc1ccco1)S(=O)(=O)c1cccc2cccnc12
 : -0.4%	3%	0%	-9%[38.3 µM]	·	-9%[46.1 µM]	11%
10) CCOc1ccccc1NC(=S)N(CCN(C)C)C(C)c1ccncc1 (stereo unspecified)
 : -2.6%	-1%	2%	-28%	·	-26%	-6%
11) Cn1cc(Br)c(C(=O)Nc2nccs2)n1
 : ?	-3%	4%	6%	7%	9%	4%
12) Cc1ccc(C)n1-c1nccc(-c2cccs2)n1
 : -0.9%	-3%	6%	-9%[38.3 µM]	-2%	-11%[46.1 µM]	18%
13) COc1ccc(CNC(=O)c2ccc(C(C)C)cc2)cc1
 : 2.9%	-3%	-8%	8%	3%	-3%	-10%
14) COc1ccccc1NC(=O)C(C)N1CCN(C/C=C/c2ccccc2)CC1 (stereo unspecified)
 : 4.1%	0%	-6%	24%[38.3 µM]	-6%	-22%[46.1 µM]	-4%
15) CCOc1ccc(S(=O)(=O)Nc2ccc3c(c2)OCO3)c2cccnc12
 : 1.2%	·	-23%	·	?	7%[46.1 µM]	-5%
16) CC(O/N=C/c1ccc(OC(F)F)cc1)C(=O)Nc1cccc(S(=O)(=O)N2CCOCC2)c1 (stereo unspecified)
 : -1.5%	-2%	6%	6%	1%	3%	12%
17) O=C(NCCN1CCN(Cc2ccccc2)CC1)Nc1cc(Cl)cc(Cl)c1
 : -0.3%	·	-4%	·	-14%	13%[7.67 µM]	-12%[9.22 µM]
18) C=CCN1C=CC(=O)CC1
 : 8.5%	·	5%	·	·	20%	-1%[9.22 µM]
19) COc1cccc2c1CCC(NC(C)=O)C2=O (stereo unspecified)
 : 2.1%	0%	-4%	-3%	-6%	5%	5%
20) O=[N+]([O-])c1ccc(CSc2nnc3ccccn23)cc1
 : ?	-2%	1%	0%	-16%	11%	-1%
21) O=C(CCCn1c(SCC(=O)NCC2CCCO2)nc2ccccc2c1=O)NCc1ccccc1 (stereo unspecified)
 : -1.0%	0%	4%	18%[38.3 µM]	·	-5%[46.1 µM]	3%[9.22 µM]
22) COc1ccc(Cl)cc1S(=O)(=O)NCc1cccs1
 : 1.2%	5%	1%	18%[38.3 µM]	·	-10%[46.1 µM]	-16%
23) COc1ccc(C)cc1Nc1ccc(C(=O)O)cc1[N+](=O)[O-]
 : 0.0%	·	-13%	6%	·	-37%	-19%
24) CCN(CC)CCN1C(=O)c2oc3ccccc3c(=O)c2C1c1cccc(Br)c1 (stereo unspecified)
 : -1.6%	-4%	0%	-3%[38.3 µM]	-7%	-21%[46.1 µM]	-4%
25) CC(C)(C)NC(=O)C(c1cccnc1)N(C(=O)c1ccc(Cl)nc1)C1CCCC1 (stereo unspecified)
 : 3.3%	-2%	8%	0%	?	20%	7%[9.22 µM]
26) O=C(NCC(c1cccs1)N1CCOCC1)c1ccc(Cl)c([N+](=O)[O-])c1 (stereo unspecified)
 : 0.0%	6%	-2%	-3%	11%	-5%	6%
27) COc1ccccc1OCC(=O)NNC(=O)c1cccs1
 : -1.3%	-6%	-14%	-3%	3%	11%	2%
28) CCN1C(=O)/C(=C2\C=Cc3cc(C)ccc3N2CC)OC1=S
 : -1.0%	-4%	-21%	2%	?	-5%	4%
29) CCOC(=O)C1C(=O)CC(C)(O)C(C(=O)OCC)C1c1ccc(NC(C)=O)cc1 (stereo unspecified)
 : 1.2%	11%	-1%	-6%	·	11%	8%
30) Fc1ccc(C2=CSC3=NCCN23)cc1
 : 3.2%	1%	8%	2%	?	4%	·
31) COc1nc(OC)nc(N2CCC(C(=O)Nc3cccc4ccccc34)CC2)n1
 : 2.4%	-2%	0%	-5%[38.3 µM]	1%	-8%[46.1 µM]	-11%
32) O=[n+]1cc(-c2cc3ccccc3o2)n([O-])c2c1CCCC2
 : 4.0%	-4%	0%	5%[38.3 µM]	2%	-22%[46.1 µM]	?
33) CCCCS/C(N)=N/N=C/c1ccccc1O
 : ?	-4%	3%	27%[38.3 µM]	·	-4%[46.1 µM]	-18%
34) COC(=O)c1nc(N)sc1C
 : -0.2%	2%	-3%	-3%	3%	15%	5%[9.22 µM]
35) Cc1ccc(-c2noc(/C=C/c3ccccc3)n2)cc1
 : -1.6%	-4%	24%	10%[38.3 µM]	6%	-15%[46.1 µM]	-18%
36) Cc1nnc(SCC(=O)Nc2sc3c(c2C#N)CCCC3)[nH]c1=O
 : 0.0%	-2%	-4%	6%[38.3 µM]	-15%	-13%[46.1 µM]	-3%
37) O=C(COc1ccc2ccccc2c1)Nc1cccc2c1C(=O)NC2=O
 : -3.2%	-1%	4%	-18%	-2%	-2%	20%
38) CC(C)[C@H](NC(=O)c1ccco1)C(=O)OCC(=O)Nc1ccc(F)cc1
 : -1.4%	-2%	2%	14%	10%	0%	7%
39) CC(OC(=O)c1ccc2c(=O)n3c(nc2c1)CCCCC3)C(N)=O (stereo unspecified)
 : 0.9%	-4%	-1%	3%	-4%	-2%	14%
40) O=C1N/C(=N\N=C\c2cccnc2)SC1Cc1ccc(SC(F)F)cc1 (stereo unspecified)
 : 3.6%	-2%	-6%	46%[activator][38.3 µM]	·	?	5.6µM*
41) CCC(=O)c1ccc(OCC(=O)N(C)CC(=O)Nc2cccc(F)c2)cc1
 : 0.2%	-1%	5%	1%	·	-6%	-3%
42) CC1=Nc2cc(C(=O)NCCCOC(C)C)ccc2Sc2ccccc21
 : 0.0%	-2%	-1%	3%	·	23%	7%
43) CN(C)CCN1CC(C(=O)O)CC1=O (stereo unspecified)
 : 0.3%	-5%	0%	-23%[38.3 µM]	-2%	-1%[7.67 µM]	-16%
44) CC(=O)Nc1cccc(-c2nc3ccccc3c(=O)o2)c1
 : -2.0%	-2%	8%	11%[38.3 µM]	13%	-18%[46.1 µM]	-17%
45) Cc1cccc(C(=O)N2CCC(c3nc(-c4ccc(S(=O)(=O)N5CCOCC5)cc4)no3)CC2)c1
 : 5.7%	3%	-2%	-6%[38.3 µM]	-3%	-15%[46.1 µM]	-27%
46) Cc1ccc(-c2nc3ccccc3c(C(=O)NCc3cccs3)c2C)cc1
 : -0.7%	-3%	3%	55%[activator][38.3 µM]	·	-19%[46.1 µM]	2%
47) C/C(=N\NC(=O)Cc1ccccc1)c1cccs1
 : -2.9%	-7%	3%	7%[38.3 µM]	-1%	-5%[46.1 µM]	4%
48) Cc1ccc(/C=C/C(=O)N2CCN(S(=O)(=O)c3cccs3)CC2)o1
 : 6.9%	·	-3%	·	·	-9%	-33%[9.22 µM]
49) C=CCNc1nc(-c2c(C)nc3sccn23)cs1
 : 0.0%	0%	-6%	20%	-12%	-5%[46.1 µM]	-19%
50) Cc1cc(C(=O)CSc2nnc(N)s2)c(C)n1CCc1ccc(Cl)cc1
 : -1.5%	-2%	-20%	15%[38.3 µM]	-9%	-25%[46.1 µM]	-17%

Arranged by value in Epigenetic derep (low to high): 3 of the compounds above
| entry | Molecule | Epigenetic derep | CBFb RUNX1 block | IMPase Li inh | L3MBTL1 inh | NPSR antagonist |
| --- | --- | --- | --- | --- | --- | --- |
| 44 | CC(=O)Nc1cccc(-c2nc3ccccc3c(=O)o2)c1 | -2.0% | 8% | 11%[38.3 µM] | 13% | -18%[46.1 µM] |
| 34 | COC(=O)c1nc(N)sc1C | -0.2% | -3% | -3% | 3% | 15% |
| 41 | CCC(=O)c1ccc(OCC(=O)N(C)CC(=O)Nc2cccc(F)c2)cc1 | 0.2% | 5% | 1% | · | -6% |

Grouped by structure: the compounds so far with an aryl methoxy group (seven)
Values run as follows: Epigenetic derep	Luc counter	CBFb RUNX1 block	IMPase Li inh	L3MBTL1 inh	NPSR antagonist	HttQ103 aggreg
13) COc1ccc(CNC(=O)c2ccc(C(C)C)cc2)cc1
 : 2.9%	-3%	-8%	8%	3%	-3%	-10%
14) COc1ccccc1NC(=O)C(C)N1CCN(C/C=C/c2ccccc2)CC1 (stereo unspecified)
 : 4.1%	0%	-6%	24%[38.3 µM]	-6%	-22%[46.1 µM]	-4%
19) COc1cccc2c1CCC(NC(C)=O)C2=O (stereo unspecified)
 : 2.1%	0%	-4%	-3%	-6%	5%	5%
22) COc1ccc(Cl)cc1S(=O)(=O)NCc1cccs1
 : 1.2%	5%	1%	18%[38.3 µM]	·	-10%[46.1 µM]	-16%
23) COc1ccc(C)cc1Nc1ccc(C(=O)O)cc1[N+](=O)[O-]
 : 0.0%	·	-13%	6%	·	-37%	-19%
27) COc1ccccc1OCC(=O)NNC(=O)c1cccs1
 : -1.3%	-6%	-14%	-3%	3%	11%	2%
31) COc1nc(OC)nc(N2CCC(C(=O)Nc3cccc4ccccc34)CC2)n1
 : 2.4%	-2%	0%	-5%[38.3 µM]	1%	-8%[46.1 µM]	-11%
